sgs1 mgt1 = NCI yeast anticancer drug screen, S. cerevisiae sgs1 mgt1 strain; growth inhibition, % at 50 µM; hit rate 10% among 78,000;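 further: 0% = growth of vehicle-only cultures of the same strain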
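Percent growth inhibition was derived by comparing compound-exposed mutant yeast with vehicle-exposed cultures. The strain carries alterations in DNA damage repair.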
yeast mlh1 rad18 = NCI yeast anticancer drug screen, S. cerevisiae mlh1 rad18 strain; % growth inhibition at 50 µM; hit rate 11% among 79,000; AID 175, 2004;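 further: 0% = growth of vehicle-only cultures of the same strain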
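Test agents were incubated with a yeast strain of defined genotype (DNA damage repair defect). Inhibition of growth was derived by comparison with vehicle-exposed cultures.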
yeast mec2-1 = NCI yeast anticancer drug screen, S. cerevisiae mec2-1 strain; % growth inhibition at 50 µM; hit rate 9% among 79,000; AID 157, 2004;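 further: 0% = growth of vehicle-only cultures of the same strain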
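mec2-1 yeast strain, carrying an alteration in DNA damage repair or cell cycle control, was exposed to compounds; growth inhibition was measured relative to vehicle-treated controls.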
bub3 = NCI yeast anticancer drug screen, S. cerevisiae bub3 mutant strain | growth inhibition, % at 50 µM | hit rate 9.9% among 78,000;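 further: 0% = growth of vehicle-only cultures of the same strain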
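Steps: expose the mutant yeast strain to compound; grow alongside vehicle-treated cultures; measure growth; express inhibition against the vehicle cultures.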
yeast rad50 = NCI yeast anticancer drug screen, S. cerevisiae rad50 strain. growth inhibition, % at 50 µM. hit rate 10% among 79,000;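 further: 0% = growth of vehicle-only cultures of the same strain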
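A DNA repair-deficient yeast mutant serves as the test organism; compound-induced growth inhibition is calculated against vehicle-treated cells.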
cln2 rad14 = NCI yeast anticancer drug screen, S. cerevisiae cln2 rad14 strain; AID 165, 2004; hit rate 8.3% among 78,000; growth inhibition, % at 50 µM;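 further: 0% = growth of vehicle-only cultures of the same strain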
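Strain: cln2 rad14 yeast, altered in cell cycle control and DNA damage repair. Read-out: growth inhibition vs vehicle.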
Starred values were filed as active, the others as inactive; x = not tested or not shown; & = joins results of further samples. No stated cut-off is given here; in the data, active means growth inhibition above about 70%; inactive means the rest.

Values run as follows: sgs1 mgt1	yeast mlh1 rad18	yeast mec2-1	bub3	yeast rad50	cln2 rad14
- O=S(=O)(Nc1ccn(-c2ccccc2)n1)c1ccc(NCc2c3ccccc3nc3cc(Cl)ccc23)cc1
  16	24	21	-14	17	-24
- COc1ccc(-c2c(C#N)c(O)n(NS(=O)(=O)c3ccc(C)cc3)c(=O)c2C#N)cc1
  33	38	37	28	12	21
- O=C1CC(CC(=O)C2CCCCC2=O)CC(=O)N1 (stereo not given)
  -1	22	3	8	5	15
- CCOC(=O)C(NC(C)=O)[CH](c1ccccc1)[Sn]([Cl])([c]1ccccc1)[c]1ccccc1 (stereo not given)
  65	60	66	37	59	49
- Nc1ccc(S(=O)(=O)O)cc1[N+](=O)[O-]
  -4	13	4	6	4	1
- OC(CBr)c1cc(-c2ccccc2)nc2ccccc12 (stereo not given)
  42	28	18	69	-5	-25
- C=C(O)c1ccccc1C#Cc1ccccc1C(=O)OC
  67	35	-6	58	65	33
- CCO/C=C1/N=C(Cc2ccc(Br)cc2)OC1=O
  62	34	36	0	40	-56
- c1ccc2c(c1)ccc1ncccc12
  48	65	3	47	82*	-12
- CC1(C)CC(=O)C(C(=O)c2ccccc2)=[N+]1[O-]
  -8	-14	-2	9	-6	-4
- O=Cc1ccc([N+](=O)[O-])o1
  100*	100*	99*	100*	100*	99*
- CCCCCCCCCCCCCCCCCCn1cnc2c(=S)nc[nH]c21
  -1	-34	-2	0	-38	-20
- CC(C)CCN
  -3	30	9	3	3	19
- Cc1cc(O)c(C(C)C)cc1S(=O)(=O)O
  4	5	0	3	1	-2
- COc1ccc(Cl)cc1NC(=O)Nc1ccc(F)c([N+](=O)[O-])c1
  29	24	38	33	10	-10
- CCOC(=O)C1=CN(C)C=C(Br)C1C#N (stereo not given)
  5	-5	10	8	-2	6
- COc1ccc(/C=C2\SC(c3ccc(OC)cc3)N(NC(=O)Cc3ccccc3)C2=O)cc1 (stereo not given)
  -7	1	-35	1	-14	-63
- CCCCCCCOc1ccc(C2=C(c3ccccc3)C(=O)C(c3ccccc3)=C2c2ccccc2)cc1
  8	2	3	4	22	16
- O=C(OCC1OC(Cl)C(OC(=O)c2ccccc2)C1OC(=O)c1ccccc1)c1ccccc1 (stereo not given)
  61	47	38	46	55	64
- C[n+]1c(/C=C/c2ccc3c(c2)OCO3)ccc2ccccc21
  22	14	0	14	2	6

Next part (3 carried over from the part before).
Values run as follows: sgs1 mgt1	yeast mlh1 rad18	yeast mec2-1	bub3	yeast rad50	cln2 rad14
- CCCCCCCOc1ccc(C2=C(c3ccccc3)C(=O)C(c3ccccc3)=C2c2ccccc2)cc1
  8	2	3	4	22	16
- O=C(OCC1OC(Cl)C(OC(=O)c2ccccc2)C1OC(=O)c1ccccc1)c1ccccc1 (stereo not given)
  61	47	38	46	55	64
- C[n+]1c(/C=C/c2ccc3c(c2)OCO3)ccc2ccccc21
  22	14	0	14	2	6
- CN(C)c1ccc(/C=c2\[nH]c(=O)/c(=C\c3ccc(N(C)C)cc3)[nH]c2=O)cc1
  12	16	5	-9	4	15
- COc1cccc(OC)c1OCC1CO1 (stereo not given)
  0	10	10	2	7	-14
- CCN(C(=O)c1ccc([N+](=O)[O-])cc1)C(c1ccccc1)P(=O)(c1ccccc1)c1ccccc1 (stereo not given)
  -15	1	-4	3	-12	-37
- COC(=O)C(C#N)(CCC(=O)c1ccccc1)CCC(=O)c1ccccc1
  10	10	17	18	13	-9
- CC1=NN(c2ccccc2)C(=O)C1C1C(=O)N(c2ccccc2)N=C1C (stereo not given)
  -6	-37	7	-71	-23	-25
- COc1ccc(C(=O)Cc2nc3nnc(NC(=O)Nc4ccc(Cl)cc4)n3nc2CC(=O)c2ccc(OC)cc2)cc1
  95*	95*	95*	96*	93*	94*
- CC(C)COC(=O)c1ccccc1O
  -46	-14	-26	-50	-24	-20
- Cc1nc(C(=O)O)ccc1O
  -1	4	16	0	3	-3
- COC(=O)c1cccn1C(=O)c1ccc(C)c(OCc2ccccc2)c1[N+](=O)[O-]
  5	8	-16	18	2	-8
- CC1CCN(CC(=O)N2c3ccccc3Sc3cc4ccccc4cc32)CC1
  -15	-2	14	-4	10	24
- C/C(CCc1ccccc1)=N/NC(N)=O
  -16	-20	-1	8	2	-45
- O=C1OC(Nc2ccccc2)C(Cl)=C1Cl (stereo not given)
  22	0	14	6	38	20
- Cc1ccc(-c2nc3cc(Cl)ccc3c(=O)o2)cc1
  x	6	-11	x	15	x
- CC(=O)CCn1c(=S)sc2ccccc21
  59	-29	30	30	-6	12
- CCOC(=O)/C(C#N)=C/c1ccc(O)c(OC)c1
  5	23	-8	13	30	14
- CCn1nc(C(=O)O)c(=O)c2cc3c(cc21)OCO3
  -10	7	7	-4	8	-16
- CC(=O)Nn1cnc2c(=S)nc[nH]c21
  14	-17	13	17	22	13
- COC(=O)c1ccccc1N=NNc1ccc(C(F)(F)F)c([N+](=O)[O-])c1
  16	-12	-2	10	-10	-2
- COc1ccc(S(=O)(=O)N/N=C\c2cc(I)cc(I)c2O)cc1
  25	5	8	-2	28	15
- CN1C(=O)N(C2CCCCC2)C(=O)C(C)(CN2CCCC2)C1=O (stereo not given)
  14	8	17	8	28	23

Part of the list above in order of length of the SMILES, lowest first:
Values run as follows: sgs1 mgt1	yeast mlh1 rad18	yeast mec2-1	bub3	yeast rad50	cln2 rad14
- O=Cc1ccc([N+](=O)[O-])o1
  100*	100*	99*	100*	100*	99*
- O=C(OCC1OC(Cl)C(OC(=O)c2ccccc2)C1OC(=O)c1ccccc1)c1ccccc1 (stereo not given)
  61	47	38	46	55	64
- CN(C)c1ccc(/C=c2\[nH]c(=O)/c(=C\c3ccc(N(C)C)cc3)[nH]c2=O)cc1
  12	16	5	-9	4	15
- COc1ccc(C(=O)Cc2nc3nnc(NC(=O)Nc4ccc(Cl)cc4)n3nc2CC(=O)c2ccc(OC)cc2)cc1
  95*	95*	95*	96*	93*	94*

Full records, looked up by structure. Order of values: sgs1 mgt1	yeast mlh1 rad18	yeast mec2-1	bub3	yeast rad50	cln2 rad14
COC(=O)c1cccn1C(=O)c1ccc(C)c(OCc2ccccc2)c1[N+](=O)[O-] is listed with 5	8	-16	18	2	-8
COC(=O)C(C#N)(CCC(=O)c1ccccc1)CCC(=O)c1ccccc1 is listed with 10	10	17	18	13	-9
COC(=O)c1ccccc1N=NNc1ccc(C(F)(F)F)c([N+](=O)[O-])c1 is listed with 16	-12	-2	10	-10	-2
COc1ccc(-c2c(C#N)c(O)n(NS(=O)(=O)c3ccc(C)cc3)c(=O)c2C#N)cc1 is listed with 33	38	37	28	12	21
CN(C)c1ccc(/C=c2\[nH]c(=O)/c(=C\c3ccc(N(C)C)cc3)[nH]c2=O)cc1 is listed with 12	16	5	-9	4	15

(further entries)
Values run as follows: sgs1 mgt1	yeast mlh1 rad18	yeast mec2-1	bub3	yeast rad50	cln2 rad14
- Cc1ccc(NC(=O)C2C(=O)N(c3ccc(C)c(C)c3)C(=O)C2N=N)cc1C (stereo not given)
  27	45	35	0	8	-42
- CC(C)OCc1cccc2ccnc(COC(C)C)c12
  25	25	26	20	21	21
- CCOC(=O)c1cc2c(ccc3cc(C(=O)OCC)[nH]c32)[nH]1
  27	-11	26	24	22	4
- C=C1C(O)CC2C(O)C3(C)CCC(C)(C)C3C12O (stereo not given)
  12	12	1	0	4	15
- C#CCN(CC#C)C(=O)Nc1ccc(Cl)cc1
  -11	3	-21	-16	-33	-47
- O=C1C=CC(=O)c2nc3c(nc21)[nH]c1ccccc13
  95*	96*	95*	91*	96*	93*
- CCCCOC(=O)C(C)OC(=O)/C=C\C(=O)OC(C)C(=O)OCCCC (stereo not given)
  7	16	-8	2	8	4
- CCC(N)C(=O)O (stereo not given)
  -11&2	-1&-11	7&-32	-15&-10	5&0	9&9
- CCc1cccc(C)c1N1C(=O)C(=O)C(c2nc3ccccc3o2)C(=O)C1=O
  20	34	18	-5	34	16
- Cc1cccc(-c2cc(=O)c3cc(C)cnc3[nH]2)c1
  3	-54	-8	8	25	0
- CCC1(C)CC(=O)N(C/C=C(\C)CCC=C(C)C)C(=O)C1
  50	60	17	11	44	-6
- CCOc1cc(C(c2ccc(N(C)C)cc2)c2ccc(N(C)C)cc2)ccc1O
  74*	60	45	79*	36	84*
- CC(=O)NCC(O)c1ccc([N+](=O)[O-])cc1 (stereo not given)
  1	-23	-31	-14	-23	7
- O=C(/C=C/c1ccccc1)c1cc(C(=O)/C=C/c2ccccc2)c(O)cc1O
  14	10	-16	5	1	20
- c1c2c(cc3c1OCN(C1CC1)C3)OCN(C1CC1)C2
  10	-3	6	-14	1	-19
- BrCCCOc1ccccc1Br
  2	14	-11	4	15	-32
- CCOc1c(OC)cc(-c2nnc(SCCN(CC)CC)o2)cc1OC
  7	-7	0	0	11	17
- Cc1nc(-c2ccccc2-n2cccc2)no1
  8	-6	-31	-27	-12	13
- Cc1cccc(Cl)c1OCC1CO1 (stereo not given)
  3	15	8	-15	10	-13
- CCOC(=O)NC(Nc1ccc(Cl)cn1)(C(F)(F)F)C(F)(F)F
  -52	-76	-12	-22	-26	-25
- c1ccc(C2OC3C4COC(O4)C3O2)cc1 (stereo not given)
  -15	-10	-20	-2	-25	-19
- CCCCCCc1cc2cc(C(=O)Nc3nc(C45CC6CC(CC(C6)C4)C5)cs3)c(=O)oc2cc1O
  -1	-12	-20	-17	-16	18
- CC[N+]1(C)CCC(O)(/C=C/c2ccccc2)C(C(=O)/C=C/c2ccccc2)C1 (stereo not given)
  99*	99*	100*	99*	99*	83*
- CCOc1ccc(C(=O)O)cc1
  -2	31	-13	8	35	5
- O=C(CC1=NC2NN(c3ccccc3)C(=O)C2=C1CC(=O)c1ccc(F)cc1)c1ccc(F)cc1 (stereo not given)
  23	39	21	6	40	13
- COc1ccc2c(c1)Nc1ccccc1S2
  -27	-16	-24	-15	-24	-2
- Cn1c(=O)oc2cc(Br)ccc21
  -3	-68	1	23	-9	19
- CCc1cccc(CC)c1NC(=O)C1=C(C)NC(C)=C(C(=O)Nc2c(CC)cccc2CC)C1c1ccc2c(c1)OCO2
  93*	88*	93*	89*	92*	91*
- CC1=C(C(=O)Nc2ccc(C)cc2C)C(c2cccc([N+](=O)[O-])c2)C(C(=O)Nc2ccc(C)cc2C)=C(C)N1
  33	41	38	37	29	37
- O=C1C2Nc3ccccc3N=C2OC1c1ccc(Cl)c(Cl)c1 (stereo not given)
  16	25	-5	-5	10	7
- C/C=C/C(=O)OCCC#N
  4	-9	-2	-17	-27	15
- N=c1ncn(C/C=C/c2ccccc2)c2nc[nH]c12
  -9	5	-28	-63	-13	-11
- C=C(C)[C@@]1(OC(=O)c2cc([N+](=O)[O-])cc([N+](=O)[O-])c2)C[C@@H]2CCCC[C@@H]21
  -16	2	-26	-8	-44	6
- CCCCCCCCOC(=O)c1ccccc1C(=O)O
  8	26	0	0	31	-8
- Nc1nnc(/C=C/c2ccc(Cl)cc2)o1
  -15	-11	-8	-19	-26	3
- O=C1C2C(C(=O)N1c1cccc3ccccc13)C1(Cl)C(Cl)=C(Cl)C2(Cl)C1(Cl)Cl (stereo not given)
  95*	94*	94*	89*	91*	92*
- CCOC(=O)C(Cc1ccc2c(c1)CCC2)(Cc1ccc2c(c1)CCC2)C(=O)OCC
  -12	4	-20	-12	-16	26

Reformatted: three of the compounds above.
CC(C)CCN
- sgs1 mgt1: -3
- yeast mlh1 rad18: 30
- yeast mec2-1: 9
- bub3: 3
- yeast rad50: 3
- cln2 rad14: 19
Cc1cc(O)c(C(C)C)cc1S(=O)(=O)O
- sgs1 mgt1: 4
- yeast mlh1 rad18: 5
- yeast mec2-1: 0
- bub3: 3
- yeast rad50: 1
- cln2 rad14: -2
COc1ccc(Cl)cc1NC(=O)Nc1ccc(F)c([N+](=O)[O-])c1
- sgs1 mgt1: 29
- yeast mlh1 rad18: 24
- yeast mec2-1: 38
- bub3: 33
- yeast rad50: 10
- cln2 rad14: -10
